# TTR transcr act: activators of transthyretin transcription; 92,000 tested, 1.3% active; activation, % at 16.7 µM; SH-SY5Y TTR promoter Gaussia luciferase, luminescence; 100% = recombinant luciferase protein wells;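 active = activation above the mean of all tested compounds plus 3 SD, cut at about 9.5% in these data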;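 note: cells exposed to compounds for one day before reading; 0% = median of all test compound wells on the plate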
# Active calls of the source: *. These rows are one share of the data; count on the stated rates, not on these rows.
TTR transcr act	mol
1.6	CC(C)Cn1cnc2c(SCc3ccccc3Cl)nc(N)nc21
4.9	COc1ccccc1CNC(=O)Cn1c(=O)oc2cc(S(=O)(=O)N3CCCC3)ccc21
3.1	CC1(N2CCCCC2)C(=O)c2ccccc2C1=O
2.0	CC(c1ccccc1)C(OC(=O)c1cccc([N+](=O)[O-])c1C(=O)O)c1ccccc1 (stereo unspecified)
2.4	O=C(Nc1cccc(Cl)c1)c1nc[nH]c1C(=O)N1CCN(c2ccccc2)CC1
0.1	O=C(COC(=O)C1=COCCO1)Nc1ccc(OC(F)F)cc1
3.0	O=C(N/N=C/c1cnc(N2CCCCC2)s1)c1ccc(Cl)cc1
0.2	COC(=O)CNC(=O)c1cccc(F)c1
-4.0	Cc1nn(-c2ccccc2)c(C)c1C(=O)OC(C)C(=O)NC1CCCCC1 (stereo unspecified)
7.1	C[C@H]1CN([C@@H](C)CO)C(=O)Cc2cc(NS(=O)(=O)c3cccs3)ccc2O[C@H]1CN(C)S(=O)(=O)c1cn(C)cn1
0.8	NC(=O)c1ccc(-n2nnnc2SCC(=O)Nc2ccc(N3CCOCC3)c(Cl)c2)cc1
-1.4	COc1ccc(-c2ccc(-c3noc(-c4ccco4)n3)c(OC)n2)cc1
-3.5	COc1ccc(C2C3=C(CC(C)(C)CC3=O)Oc3ncn(Cc4ccco4)c(=N)c32)cc1 (stereo unspecified)
1.1	COc1cc(OC)cc(C(=O)Nc2ccccc2C(=O)NCc2cccnc2)c1
2.6	CCC1(CC)C(=O)C2=C3C1[C@H](C(=O)OC)C=C(C(=O)OC)C[C@H]3[C@H]1C(=O)NC(=O)[C@H]1[C@H]2C (stereo partly specified)
0.9	O=C(CSc1ccccc1)N1CCCC(Nc2ccccc2)C1 (stereo unspecified)
-0.4	CC1(c2nnnn2Cc2ccccc2)CCSCC(=O)N1Cc1cccs1 (stereo unspecified)
2.8	Cc1cnc(C(=O)OC(C(=O)Nc2cc(C(F)(F)F)ccc2Cl)c2ccccc2)cn1 (stereo unspecified)
-2.2	CCOC(=O)C1CCN(C(=O)Nc2ccc3nccnc3c2)CC1
5.6	Cn1c(-c2ccc3c(c2)OCO3)cnc1N
0.6	COc1cccc(C2=NCCc3cc4c(cc32)OCO4)c1OC
3.1	O=C1Nc2ccc(S(=O)(=O)NCc3ccccn3)c3cccc1c23
-0.3	O=C1C(Cc2ccc3[nH]ccc3c2)NC(=S)N1c1ccccc1 (stereo unspecified)
2.1	COC(=O)Nc1ccc(S(=O)(=O)N2CCCc3ccccc32)cc1
-1.6	Cc1scc(-c2n[nH]c(=S)n2C(C)c2ccccc2)c1C (stereo unspecified)
-1.6	COc1cc(/C=N/NC(=O)c2cc3ccccc3cc2O)ccc1OCCN1CCCCC1
-1.6	C=CCN1C(=O)N(Cc2ccccc2)c2ccccc2S1(=O)=O
-1.1	O=C(c1cc(-c2ccc(O)cc2)on1)N1CCCCCC1
-1.8	O=C(COC(=O)/C=C/c1ccc(OC(F)F)cc1)Nc1cccc(S(=O)(=O)N2CCCC2)c1
-1.0	O=C(CCC1CCCCC1=O)c1ccccc1 (stereo unspecified)

# Another view of some results above.
structure | TTR transcr act
C=CCN1C(=O)N(Cc2ccccc2)c2ccccc2S1(=O)=O | -1.6
O=C(c1cc(-c2ccc(O)cc2)on1)N1CCCCCC1 | -1.1

# (more compounds)
TTR transcr act	mol
0.3	Cc1ccc(S(=O)(=O)N2C[C@H]3C(=O)C[C@@H](c4ccccc4)N(S(=O)(=O)c4ccccc4[N+](=O)[O-])[C@H]3C[C@H]2c2ccccc2)cc1
0.4	CCCCNC(=O)c1cc([N+](=O)[O-])[nH]n1
12*	CC(Oc1ccccc1)C(=O)N1CCN=C1SCc1ccccc1 (stereo unspecified)
-1.3	O=C(CN1CCCCC1)NC1CCc2cc3c(cc21)CCC3 (stereo unspecified)
0.4	CCOc1ccccc1NC(=O)C(NCC1CCCCC1)c1ccccc1 (stereo unspecified)
-1.4	CCOC(=O)N1CCN(S(=O)(=O)c2ccc(F)c(C(=O)Nc3cccc(Cl)c3C)c2)CC1
1.8	C/C=C(/C)C(=O)O[C@@H]1[C@H](OC(=O)C=C(C)C)c2c(ccc3ccc(=O)oc23)OC1(C)C
1.5	N[C@H]1CC[C@@H]2SC[C@@H](C(=O)O)N2C1=O
0.0	OCc1nc2ccccc2n1CCCCOc1ccccc1
-2.2	COc1ccc(CC(NC(C)=O)C(=O)NC2CCN(C(=O)c3ccc([N+](=O)[O-])cc3)CC2)cc1OC (stereo unspecified)
-1.1	Nc1nnc(CCS(=O)(=O)c2ccc(Br)cc2)s1
0.2	N#CCO/N=C/C(=O)Nc1ccc(F)cc1F
1.0	CCOC(=O)c1c(C)[nH]c(C(=O)COC(=O)c2ccco2)c1C
2.6	CCOC(=O)COc1c(-c2ccc(OC)cc2)oc2ccccc2c1=O
2.0	Cc1ccc(C)c(S(=O)(=O)N/N=C/c2ccc(C(=O)O)cc2)c1
0.6	COc1ccc(OC)c(/C=N/NC(=O)CCc2c(C)n[nH]c2C)c1
-0.9	Cc1ccc2nc(C(C)(C)C)c(Cc3cccc(Cl)c3)n2c1
3.1	CCCN1c2cccc3cccc(c23)S1(=O)=O
0.3	COc1ccc(OCC(=O)NCCNC(=O)c2ccccn2)cc1
0.7	Cc1ccc(S(=O)(=O)NC(=O)c2cccn2C)cc1
-1.5	Cc1ccc2sc(NNC(=O)c3cc(-c4cccs4)nc4ccccc34)nc2c1C
0.5	CCOC(=O)Nc1ccc2c(CN3CCC(C(=O)OC)CC3)cc(=O)oc2c1
7.8	COCC(=O)NC1CCN(S(=O)(=O)c2cccc(C(C)=O)c2)CC1
1.8	O=C(NNC(=S)NCc1ccc(Cl)cc1)c1ccc2c(c1)OCO2
-0.1	COc1ccccc1NC(=O)CSc1nnc(C)n1Cc1ccccc1
-2.0	COc1ccc(-n2cc3c(-c4cccc(Br)c4)nnc(C)c3n2)cc1
-0.2	O=C(NCc1ccc(Cl)cc1)C(=O)NCC(c1ccco1)N1CCOCC1 (stereo unspecified)
-0.3	O=S(=O)(Nc1cccc(CO)c1)c1cccs1
2.3	COC(=O)C(NC(C)=O)(Nc1ccc(Br)cc1)C(=O)OC
-1.8	COc1ccc(F)cc1-c1cc(C(=O)NCc2ccccc2)[nH]n1
-1.4	COCC(C)NC(=O)c1ccccc1[N+](=O)[O-] (stereo unspecified)
2.6	COc1ccc(/C=N/NC(=O)c2cccnc2)cc1COc1ccc([N+](=O)[O-])c(C)c1
0.1	O=C(Nc1ccc(S(=O)(=O)NC2=NCCCCC2)cc1)c1ccc2ccccc2n1
-1.4	COc1ccc(C(=O)O)cc1S(=O)(=O)Nc1cc(Cl)ccc1N1CCOCC1
2.3	O=C(CN(CC1CCCO1)C(=O)c1nsc(Cl)c1Cl)NC1CCCC1 (stereo unspecified)
-0.3	O=C(N/N=C/c1cccnc1)c1cc2ccccc2cc1O
-0.1	COc1cc(NC(=S)N2CCCC(CO)C2)c(OC)cc1Cl (stereo unspecified)
0.1	CC1CCCC(NC(=O)NC(=O)CCl)C1C (stereo unspecified)
-0.1	CCOC(=O)[C@@H]1[C@H]2COc3ccc(Br)cc3[C@@H]2N2C(=O)N(c3ccc(Cl)cc3)C(=O)[C@@]12C
2.8	COc1ccc(C(=O)O/N=C(\N)Cc2cccs2)cc1OC
-1.5	CCOC(=O)c1ccc(NS(=O)(=O)c2cccc3nsnc23)cc1
2.5	COC(=O)[C@]12C[C@H](CC(=O)N3CCN(C(=O)C4CC4)CC3)C(=O)N(CCC3=CCCCC3)C1=C[C@H](C1CCCC1)O[C@@H]2C
-1.9	CCOC(=O)C1CN(C(C)(C)C)C(=O)C1=O (stereo unspecified)
1.3	Cn1cc(CN(Cc2ccccn2)C[C@@H]2CCC(=O)N2)c(-c2ccccc2F)n1
-2.6	Nc1c(C(=O)NCc2ccccc2)nnn1Cc1ccccc1

# Another view of some results above:
mol,TTR transcr act
O=C(COC(=O)/C=C/c1ccc(OC(F)F)cc1)Nc1cccc(S(=O)(=O)N2CCCC2)c1,-1.8
O=C(CCC1CCCCC1=O)c1ccccc1 (stereo unspecified),-1.0

# Next part:
TTR transcr act	mol
2.8	FC(F)(F)Oc1ccc(NC(=S)Nc2ccc(OC(F)(F)F)cc2)cc1
-1.0	NS(=O)(=O)c1cccc(NC(=O)CSc2ccccn2)c1
-1.1	COc1ccc(N(C(C)C(=O)N/N=C/c2ccc(OC)c(OC)c2)S(C)(=O)=O)cc1 (stereo unspecified)
-1.6	Cc1ccc(C(C(=O)NC(C)(C)C)N(CC2CCCO2)C(=O)Cn2nnc(-c3ccc(C)o3)n2)cc1 (stereo unspecified)
-1.0	COc1ccc(C(=O)Nn2c(C)nc3ccccc3c2=O)cc1
1.9	CC(C)CC(=O)NC(=S)Nc1ccccn1
12*	C=CC(=O)NC1CCCCN(C(C)C)C1=O (stereo unspecified)
-0.7	COc1ccc(S(=O)(=O)Nc2ccc(S(=O)(=O)N3CCCCC3)cc2)cc1C
-3.8	C[C@@H]1CN([C@H](C)CO)S(=O)(=O)c2ccc(C#CC3CCCC3)cc2O[C@H]1CN(C)C(=O)Cc1ccccc1
2.0	CN(CC1CCCN(CCc2ccc(Cl)cc2)C1)C(=O)CC(F)(F)F (stereo unspecified)
-0.6	CC(C)CO/C(=N/S(=O)(=O)c1ccccc1)c1ccccc1
2.5	COc1ccc(Cl)cc1NC(=O)c1nnn(CC(=O)Nc2cc(C)cc(C)c2)c1N
0.3	CCOc1ccc2nc(N3CCCC(C(=O)NCCCN4C(C)CCCC4C)C3)sc2c1 (stereo unspecified)
-0.9	O=C(O)c1ccccc1NC(c1ccccc1)c1ccc(Cl)cc1 (stereo unspecified)
-2.5	Cc1occc1C(=O)N/N=C/C=C/c1ccccc1
2.7	CC(=O)Oc1cccc(N2C(=O)C3CC=CCC3C2=O)c1 (stereo unspecified)
-1.4	CN1C(=O)C2(OCC(CO)([N+](=O)[O-])CO2)c2ccccc21 (stereo unspecified)
6.0	Cc1ccc(-n2c(C)cc(/C=N\NC(=O)CC(=O)NC(C)C)c2C)cc1
-1.1	Nc1cc(S(=O)(=O)N2CCCCC2)ccc1Oc1ccc(Cl)cc1
-1.7	N#Cc1ccc(N2CCN(C(=O)c3cccs3)CC2)c(F)c1
-1.3	Cc1cccc(CCNC(=O)C2CCN(S(=O)(=O)N3CCOCC3)CC2)c1
1.4	Cc1ccc(NC(=S)N2CCN(C(=O)c3ccccc3)CC2)c(C)c1
-0.6	CCOC(=O)c1c(N)sc(C(=O)N2CCOCC2)c1C
2.0	CC[C@]12c3[nH]c4cc(CCC(=O)N(C)C)ccc4c3CCN1C(=O)[C@@H](CC(=O)NCCc1ccccn1)C[C@@H]2C(=O)N1CCN(C(=O)c2ccco2)CC1
2.7	COC(=O)C(CCSC)NC(=O)/C=C/c1ccc(OC)cc1 (stereo unspecified)
-1.2	CC(=O)c1ccc(NC(=O)c2noc3c2CCCCC3)cc1
-1.0	O=C(CSCc1ccccc1)N=Nc1c(O)[nH]c2ccccc12
0.6	CC(C)CCNC(=O)CCNS(=O)(=O)c1ccc(Cl)cc1
2.3	COc1ccc(/C=N/N(C)c2cc(=O)n(C)c(=O)[nH]2)cc1OC
-2.0	O=C(Nc1nnc(S(=O)(=O)N2CCCCCC2)s1)c1ccccc1F
12*	CC(C)CNC(=O)COCc1cc(-c2ccc3c(c2)OCO3)on1
3.2	CCN(CC)C(=O)CSc1n[nH]c(=O)n1CCc1ccccc1
-1.1	CCCCOc1ccc(C(=O)NCC(=O)NC(C)CCc2ccccc2)cc1 (stereo unspecified)
-0.7	COc1ccc(-c2csc3nc(C)nc(N4CCN(C(C)=O)CC4)c23)cc1OC
3.6	O=C(COC(=O)Cc1cccs1)Nc1cccc(S(=O)(=O)N2CCOCC2)c1
10*	O=C(O)CSC(=S)N1CCCC1
-1.0	O=C(O)c1cccc(N=C2NC(=O)C(CO)(CO)S2)c1
0.4	CCCc1cc(C(N)=O)c(NC(=O)C2CCCO2)s1 (stereo unspecified)
6.8	CC(C)Cn1c(=O)[nH]c2ccccc21
1.1	CS(=O)(=O)N(CC(=O)N1CCOCC1)c1cccc([N+](=O)[O-])c1
-1.0	COc1cc(OC)c2c3c(c(C4CCCCC4)nc2c1)CCC3
0.8	NS(=O)(=O)c1cnccc1Nc1cccc(F)c1
-1.1	CCOC(=O)c1cc(-c2ccccc2)n(Cc2cc(CC)no2)n1
13*	COc1ccc(S(=O)(=O)N2CCOCC2)cc1C(=O)Nc1cccc(C(=O)NC2CC2)c1
-2.5	COc1ccc(/C=C/C(=O)Nc2cccc(S(=O)(=O)N3CCOCC3)c2)cc1OC
-0.6	CC(C)NC(=O)c1ccc2c(c1)N(CC(=O)Nc1ccccc1F)C(=O)C(C)(C)O2
0.0	O=[N+]([O-])c1ccc(Cl)c(S(=O)(=O)Nc2ccc3cn[nH]c3c2)c1
-2.7	NC(=O)CN(N=Nc1cccc([N+](=O)[O-])c1)c1cccc([N+](=O)[O-])c1
1.7	O=C(Nn1c(Cc2ccccc2)nc2ccccc2c1=O)c1c(O)c2cccc3c2n(c1=O)CCC3
0.0	O=C(COc1ccc(Br)cc1)OCCN1CCCCC1

# Filtered by structure, those above containing a CF3 group.
TTR transcr act	mol
2.8	Cc1cnc(C(=O)OC(C(=O)Nc2cc(C(F)(F)F)ccc2Cl)c2ccccc2)cn1 (stereo unspecified)
2.8	FC(F)(F)Oc1ccc(NC(=S)Nc2ccc(OC(F)(F)F)cc2)cc1
2.0	CN(CC1CCCN(CCc2ccc(Cl)cc2)C1)C(=O)CC(F)(F)F (stereo unspecified)

# Among those listed so far, these have an aryl thioether with sulfur outside any ring.
TTR transcr act	mol
1.6	CC(C)Cn1cnc2c(SCc3ccccc3Cl)nc(N)nc21
0.8	NC(=O)c1ccc(-n2nnnc2SCC(=O)Nc2ccc(N3CCOCC3)c(Cl)c2)cc1
0.9	O=C(CSc1ccccc1)N1CCCC(Nc2ccccc2)C1 (stereo unspecified)
-0.1	COc1ccccc1NC(=O)CSc1nnc(C)n1Cc1ccccc1
-1.0	NS(=O)(=O)c1cccc(NC(=O)CSc2ccccn2)c1
3.2	CCN(CC)C(=O)CSc1n[nH]c(=O)n1CCc1ccccc1

# Screens deposited in PubChem by The Scripps Research Institute Molecular Screening Center.
